Screening data: PubChem, National Center for Advancing Translational Sciences (NCATS)
MCF10A rereplic: DNA re-replication induction in MCF 10a cells; MCF 10A DNA re-replication, Hoechst nuclear intensity, 48 h; Potency, µM (doses to about 46.1 µM), without a hit: at the highest dose activity, positive = re-replication, actives largely listed as activators; 350,000 tested, 2.9% active; AID 624296; note: potency is the fitted concentration of half-maximal effect; % of control where 0% means no effect; nearly all actives have a fitted effect of over 50% in size
HT1080NT lethal: kills 2HG-producing HT-1080-NT fibrosarcoma cells. HT-1080-NT fibrosarcoma viability, CellTiter-Glo ATP luminescence, 48 h. Potency, µM (series often up to 46.1 µM), without a hit: at the top dose activity, negative = less viability, hits mostly cytotoxic. 360,000 tested, 1.6% active. AID 686970;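 note: NT is the 2HG producing partner of a matched IDH1 knockdown line; potency is the fitted concentration of half-maximal effect; 0% = DMSO-treated cells and -100% = media-only wells without cells; nearly all actives have a fitted effect of over 55% in size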
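Fibrosarcoma NT cells, 750 per well in 5% FBS RPMI, were exposed to compound for 48 hours. Viability: CellTiter-Glo luminescence.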
IL-1B inflam inh: inflammasome signaling inhibition, IL-1 beta readout | THP-1 LPS/ATP IL-1B secretion, AlphaLISA, 16 h; hits give low values | activity change, % at 57.5 µM | 360,000 tested, 4.7% active | AID 743279; in the data active = activity change below about -50%; inconclusive = mostly about -30% to -49%; note: % is set by controls: 0 for no effect and ±100 for the full control effect
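THP-1 cells pretreated 1 hr with compounds (up to 57.5 uM final), then stimulated with LPS (250 ng/mL final) plus ATP (1.25 mM final); secreted IL-1B measured by AlphaLISA after 16 hr, decreased signal indicating inhibition.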
ATXN viability: viability counter-screen for ATXN expression inhibitors; Potency, µM (top dose mostly 56.7 µM), usual class: cytotoxic; S2 cells (HEK-293 line with an ATXN2-luciferase reporter) viability, CellTiter-Fluor protease fluorescence, 24 h; 400,000 tested, 0.49% active; AID 651635; note: potency is the fitted concentration of half-maximal effect; nearly all actives have a fitted effect of over 40% in size
ATXN2 expr inh: inhibitors of ATXN2 expression; Potency, µM (highest dose often 57 µM), without a hit: at the highest dose activity change, negative = inhibition, actives largely listed as inhibitors; HEK-293 ATXN2-luciferase reporter, luminescence, 24 h; 360,000 tested, 0.72% active; AID 1745845; note: potency is the fitted concentration of half-maximal effect; % is set by controls: 0 for no effect and ±100 for the full control effect; nearly all actives have a fitted effect of over 55% in size
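ATXN2-luciferase reporter cells (luciferase flanked by upstream and downstream ATXN2 gene portions) were treated 24 h at 37 °C with compounds at up to 57 uM. SteadyGlo luminescence gave expression; GF-AFC fluorescence gave viability.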
HT1080 IDH1KD tx: kills HT-1080 cells with IDH1 knockdown. HT-1080 IDH1 knockdown viability, ATP luminescence, 48 h. Potency, µM (doses to about 46.1 µM), without a hit: at the highest dose activity, negative = toxicity, actives largely listed as cytotoxic. 360,000 tested, 2% active. AID 686971;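 note: potency is the fitted concentration of half-maximal effect; 0% = DMSO wells and -100% = cell-free medium wells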
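CellTiter-Glo luminescence after 48 h compound exposure at 37 degrees C of IDH1-knockdown HT-1080 cells in 5% FBS RPMI. %Activity scaled between DMSO wells and cell-free media wells, with curves fitted and assigned curve classes.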
SW480 rerep: inducers of DNA re-replication in SW480 colon cancer cells; 340,000 tested, 1.8% active; SW480 DNA re-replication, Hoechst DNA content imaging, 48 h; Potency, µM (doses to about 46.1 µM), without a hit: at the highest dose re-replication activation, most hits filed as activators; note: potency is the fitted concentration of half-maximal effect; % of control where 0% means no effect; nearly all actives have a fitted effect of over 55% in size
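Quantitative HTS format with DMSO vehicle controls; 48 hr drug incubation at 37 C, then 40 min Hoechst staining and scanning imager measurement at 405 nm excitation.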
HepG2 tox: HepG2 cytotoxicity, counter-screen for TGF-b inhibitors | AID 588856 | 410,000 tested, 0.76% active | Potency, µM (titrated, usually from 46.1 µM), for inactives: at the highest dose activity change, negative = cytotoxicity, usual class: cytotoxic | HepG2 CAGA-GFP viability, ATP luminescence, 18 h; note: potency is the fitted concentration of half-maximal effect; some results filed as inactive show a strong effect at the top dose
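HepG2 CAGA-GFP cells (1000/well, DMEM with 1% FBS) received compound, then TGF-beta at 500 pg/mL final, and were incubated 18 hours at 37 degrees C. Viability was read by CellTiter-Glo luminescence. Media-only wells were set as complete cell-killing and DMSO as no toxicity.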
KB-3-1 tox: KB-3-1 parental cell cytotoxicity | 400,000 tested, 1.4% active | AID 1347075 | KB-3-1 viability, CellTiter-Glo ATP luminescence, 72 h | Potency, µM (highest dose often 46.1 µM), for inactives: at the top dose activity change, negative = cytotoxic, usual class: cytotoxic; note: potency is the fitted concentration of half-maximal effect; % is set by controls: 0 for no effect and ±100 for the full control effect; nearly all actives have a fitted effect of over 60% in size
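Multi-concentration cytotoxicity screen in KB-3-1 cells grown in DMEM lacking phenol red with 10% FBS. After 72 h at 37 °C with compound, ATP-dependent luminescence was recorded.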
The depositor's hits bear a star; i = inactive; ? = inconclusive; . = not tested or not shown; & = joins results of further samples; [ ] = dose if it differs, or a comment. Unless noted, calls come from the whole dose curve; as a rule, active = well fitted curve in the direction sought with a large enough effect; inconclusive = small, poorly fitted or top-dose-only effect, or another doubt; inactive = no such curve, though single readings can be large; an effect the other way counts as inactive or inconclusive.

SMILES	MCF10A rereplic	HT1080NT lethal	IL-1B inflam inh	ATXN viability	ATXN2 expr inh	HT1080 IDH1KD tx	SW480 rerep	HepG2 tox	KB-3-1 tox
COc1ccc(NC(=O)COCc2cc(-c3ccc4c(c3)OCO4)on2)cc1	.	.	.	i	-8%	.	.	1%	3%
CCOc1ccc(OCCNC(=O)c2oc3ccccc3c2COC)cc1	?	1%	-5	i	-4%	-6%	-5%	-15%	-26%
NC(=S)N/N=C1\CCOc2ccc(Cl)cc21	1%	-16%	?	.	.	-15%	-35%[inhibitor]	-58%	?
O=S(=O)(NCc1ccc2c(c1)OCO2)c1cnc[nH]1	1%	-3%	-16	i	8%	-4%	8%	-2%	-3%
CCN(CC(=O)NCc1cccs1)C(=O)c1ccc(S(=O)(=O)Nc2ccccc2Cl)cc1	-8%	2%	-4	i	12%	2%	12%	-17%	12%
COc1cccc(CNC(=O)CSc2cc(=O)n(C)c3ccccc23)c1	1%	19%	-19	i	0%	26%	0%	6%	7%
Cc1sc2nc(COC(=O)c3cccc(OC(F)F)c3)[nH]c(=O)c2c1C	11%	10%	19	i	1%	11%	-3%	19%	8%
COc1ccc(CNC(=O)c2c(C)cc(=O)oc2C)cc1	-10%	1%	-6	i	-5%	-6%	-4%	-17%	14%
c1ccc(-c2nc3c(ccc4ccccc43)[nH]2)nc1	15%	-10%	-11	i	19%	-13%	0%[9.22 µM]	-31%	?
COc1cccc(S(=O)(=O)NCc2ccc(C(=O)N3CCN(Cc4ccccc4)CC3)cc2)c1	0%	-9%	-67*	i	-19%	-23%	-12%	-13%	?
O=C(c1ccccc1)N1N=C(c2ccc(F)cc2)CC1c1ccc(F)cc1 (stereo unspecified)	12%	-1%	16	i	-24%	19%	6%	-7%	7%
CN(C)c1ccnc2sc3c(=O)n(-c4ccccc4)cnc3c12	1%	1%	0	i	27%	-9%	-3%	5%	20%
O=C(OCC1CCCO1)c1ccc2c(c1)N(Cc1cccc(F)c1)C(=O)c1ccccc1S2(=O)=O (stereo unspecified)	.	.	.	i	-2%	.	.	-1%	-15%
O=C(NCC12CC3CC(CC(C3)C1)C2)c1cc2nc(-c3ccc(Cl)cc3)cc(C(F)(F)F)n2n1	.	.	.	i	-21%	.	.	4%	-13%
C/C(CC(=O)Nc1ccc(C)c(Cl)c1)=N\NC(=O)c1cccc(O)c1	-3%	-14%	11	i	-22%	-24%	-3%	5%	8%
CCCCOc1ccc(C(=O)Nc2onc3c2CCCC3)cc1	.	.	.	?	56%[activator]	.	.	-27%	-5%
C[C@@H]1CN([C@@H](C)CO)C(=O)c2cc(NC(=O)C3CC3)ccc2O[C@@H]1CN(C)Cc1ccc(Cl)c(Cl)c1	?	-27%	?	?	?	?	0%	-13%	0%
C=CCN(Cc1ccc(OC)c(OC)c1)C(=O)c1cc2cc(F)ccc2[nH]1	2%	?	5	i	-20%	?	-2%	-41%	-18%
O=C(COC(=O)c1ccco1)Nc1cc(S(=O)(=O)N2CCCCC2)ccc1Cl	-4%	8%	-15	i	0%	3%	-4%	-12%	3%
CN(Cc1cn[nH]c1-c1ccc(-c2ccccc2)cc1)CC1CCOCC1	14%	-3%	-11	i	-5%	-8%	-2%	-4%	7%
O=C(O)c1cc(-c2ccc(/C=C3\NC(=O)N(c4ccc(Cl)cc4)C3=O)o2)ccc1Cl	?	5%	-11	.	.	0%	?	-7%	3%
Cc1ccc(SC(C)C(=O)N2CCCC2)cc1 (stereo unspecified)	0%	2%	-11	i	5%	2%	-1%	-4%	-8%
Cc1nnc(SCC(=O)Nc2sc3c(c2C(=O)c2ccccc2)CCCC3)s1	-5%	6%	11	i	-2%	2%	-1%	2%	4%
COc1ccccc1N1CCN(C2CCCN(Cc3ccccc3OCCO)C2)CC1 (stereo unspecified)	1%	1%	16	i	-1%	1%	-6%	11%	6%
COc1ccc(Nc2ncnc3sc(-c4ccccc4)cc23)c(OC)c1	?	8%	-11	i	.	0%	-1%	-17%	-7%

Next part, starting with the last four of the part before.
SMILES	MCF10A rereplic	HT1080NT lethal	IL-1B inflam inh	ATXN viability	ATXN2 expr inh	HT1080 IDH1KD tx	SW480 rerep	HepG2 tox	KB-3-1 tox
Cc1ccc(SC(C)C(=O)N2CCCC2)cc1 (stereo unspecified)	0%	2%	-11	i	5%	2%	-1%	-4%	-8%
Cc1nnc(SCC(=O)Nc2sc3c(c2C(=O)c2ccccc2)CCCC3)s1	-5%	6%	11	i	-2%	2%	-1%	2%	4%
COc1ccccc1N1CCN(C2CCCN(Cc3ccccc3OCCO)C2)CC1 (stereo unspecified)	1%	1%	16	i	-1%	1%	-6%	11%	6%
COc1ccc(Nc2ncnc3sc(-c4ccccc4)cc23)c(OC)c1	?	8%	-11	i	.	0%	-1%	-17%	-7%
Cc1cccc(C)c1OCC(=O)N/N=C/c1ccc2c(c1)OCO2	5.8µM*	15µM*	43	?	-8%	?	?	-13%	?
CN(Cc1c(F)cccc1Cl)C(=O)CNC(=O)c1cccs1	2%	0%	21	i	27%	4%	-29%	6%	0%
Cc1cc(NC(=O)c2cccc(C)c2[N+](=O)[O-])no1	-5%	-1%	-3	i	5%	6%	-6%	1%	-11%
CCCCN1C(=O)N(CCc2ccc(F)cc2)S(=O)(=O)c2cc(C(F)(F)F)ccc21	24%	11%	-4	?	-13%	1%	-11%	-47%	0%
Cn1c(SCC(=O)N2CCCC2)nnc1-c1ccc2c(c1)OCO2	7%	19%	3	i	21%	20%	-1%	3%	-3%
COc1ccc2c(c1)c(CC(=O)O)c(C)n2C(=O)c1ccc(Cl)cc1	9%&-37%	20%	33	i	0%&-6%&12%	5%	0%&-10%	-3%	0%
CN1CCN(C(=S)Nc2cccc(S(=O)(=O)N(C)C)c2)CC1	-4%	-1%	0	i	-29%	8%	-30%	-8%	-5%
CCOC(=O)Cn1cc(C#N)c2cccc(CC)c21	5%	-1%	6	i	2%[11.3 µM]	-2%	-4%	-4%	9%
CC[C@H](C)NC(=O)CCCCCn1c(=S)[nH]c2c([nH]c3ccc(OC)cc32)c1=O	0%	?	12	i	1%[11.3 µM]	13%	-5%	0%	10%
Fc1ccccc1-n1c(-c2ccc3ccccc3n2)n[nH]c1=S	3%	-3%	29	i	10%	-4%	?	-8%	-26%
O=C1c2ccccc2C(=O)C12OC2c1cccc2ccccc12 (stereo unspecified)	?	-20%	11	i	-18%[11.3 µM]	-4%	-2%	7%	2%
O=C(Nc1nnc(S(=O)(=O)N2CCCCCC2)s1)c1ccccc1Cl	4%	6%	4	i	6%&3%	0%	-8%	-13%&-27%	-10%&-3%
Cc1ccccc1-n1c(SCC(=O)NCC2CCCO2)nc2c([nH]c3ccccc32)c1=O (stereo unspecified)	10%	2%	-17	?	1%	-25%	3%	-13%	27%
CCN1CCN(C(=O)c2cc(COc3ccc(F)c(F)c3)on2)[C@@H](C)C1=O	.	0%	44	?	.	0%	.	-25%	-7%
C[C@H](NC(=O)c1[nH]cnc1C(=O)Nc1ccc(Cl)cc1)c1ccccc1	16µM*	?	-24	?	?	?	-31%[inhibitor][9.22 µM]	-77%	?
CC(CCO)Nc1nc2c(c(=O)n(C)c(=O)n2C)n1Cc1cccc(Br)c1 (stereo unspecified)	8%	-8%	28	i	12%	-5%[9.24 µM]	-1%	4%	7%
COc1ccsc1C(=O)N1CCN(Cc2ccc3c(c2)OCO3)CC1	1%	-2%	0	i	-13%	0%	2%	-37%	1%
O=C(Nc1cccc(Oc2c(F)c(F)c(F)c(F)c2F)c1)N1C[C@@H]2C[C@@H](C1)c1cccc(=O)n1C2	3%	11%	17	i	-2%	1%	0%	-33%	7%
CC(C)(C)C(=O)c1cnc(Nc2ccccc2Cl)s1	-2%	-20%	?	i	53%[activator]	-9%	-6%[9.22 µM]	-10%	?
COc1ccc(S(=O)(=O)NCc2ccccn2)cc1C	.	7%	-24	i	.	-2%	.	-1%	10%
COc1ccc(C(=O)N2CCCCC2c2cc(C(=O)NCc3ccccc3)no2)cc1 (stereo unspecified)	.	0%	-13	i	-6%	0%	.	18%	0%
Cc1cc(NC2CCCCC2)n2c(n1)nc1ccccc12	1%	0%	17	.	.	5%	-3%	0%	0%
COc1ccc(N2CCN(C(=O)CN3C(=O)NC4(CCCCC4C)C3=O)CC2)cc1 (stereo unspecified)	4%	-10%	-23	i	4%	-2%	-2%	-41%	36%
CC(=O)Nc1ccc(NC(=O)C(C)Sc2nnc(C3CC3)n2-c2ccccc2)cc1 (stereo unspecified)	-3%	-3%	15	i	9%	-5%	-11%	-39%	-4%
CCCCN(Cc1ccccc1)c1ncnc2nc[nH]c12	1%	7%	-5	i	41%[activator]	-2%	3%	-45%	-13%
Next section:
SMILES	MCF10A rereplic	HT1080NT lethal	IL-1B inflam inh	ATXN viability	ATXN2 expr inh	HT1080 IDH1KD tx	SW480 rerep	HepG2 tox	KB-3-1 tox
Cc1ccc2[nH]c3c(N4CCN(Cc5ccccc5)CC4)ncnc3c2c1	?	?	?	?	?	21µM*	?	7.9µM*	?
Cc1c(C)c2ccc(OCC(=O)N3CCC(C(=O)O)CC3)cc2oc1=O	-19%	7%	14	i	5%	12%	-16%	3%	0%
COc1ccc(CNC(=O)COC(=O)c2c(-c3c(F)cccc3Cl)noc2C)cc1OC	-7%	-6%	-8	i	3%	4%	-3%	1%	-2%
CCOC(=O)c1c(-c2ccc(C)o2)csc1NC(=S)NC(=O)N(C)C	?	10µM*	54	.	?	13µM*	?	-33%	8%
CCOC(=O)/C=c1\s/c(=C\c2ccccc2OC)c(=O)n1CC(=O)N1CCOCC1	1%	0%	-26	i	-4%	0%	-1%	-4%	4%
CCOc1ccc(N(CC(=O)Nc2nccs2)S(=O)(=O)c2c(C)[nH]c(=O)[nH]c2=O)cc1	-1%	-3%	0	i	.	2%	0%	8%	5%
